High-throughput results as filed in PubChem.
TGFb SMAD3 inh – blocks TGF-b signaling; Potency, µM (highest dose often 46.1 µM), without a hit: at the highest dose activity, negative = inhibition, actives largely listed as inhibitors; HepG2 CAGA-GFP TGF-b/SMAD3 reporter, GFP fluorescence, 18 h; TGF-beta stimulated, 500 pg/mL final; 1.2% of 410,000 active; AID 588855; also: potency is read from the fitted curve at half-maximal effect; % is scaled to controls: 0 for no effect and ±100 for the full control effect; nearly all actives have a fitted effect of over 65% in size
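Inhibition of TGF-beta-driven CAGA-GFP reporter expression in HEPG2 cells is measured by cellular GFP fluorescence after 18 h stimulation with 500 pg/mL recombinant TGF-beta in 1% FBS medium at 37 degrees C.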
Mm-Cpn inhibitor – blocks the Methanococcus maripaludis chaperonin Mm-Cpn; purified Mm-Cpn ATPase, ADP Transcreener TR-FRET; 0.031% of 330,000 active; Potency, µM (doses to about 76.9 µM), without a hit: at the top dose activity, negative = inhibition, most hits filed as inhibitors; also: potency is read from the fitted curve at half-maximal effect; % is scaled to controls: 0 for no effect and ±100 for the full control effect; nearly all actives have a fitted effect of over 80% in size
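Measured: ADP formation by purified Mm-CPN. Conditions: 25 nM protein, 10 uM ATP, Tris pH 7.4 with Mg2+, K+ and DTT, 37°C for 30 min. Detection: Transcreener HTRF after 30 min at room temperature.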
HepG2 tox – counter-screen for TGF-b inhibitors: cytotoxicity in HepG2 cells; 0.76% of 410,000 active; Potency, µM (series often up to 46.1 µM), inactives show at the top dose activity change, negative = cytotoxicity, most hits filed as cytotoxic; AID 588856; HepG2 CAGA-GFP viability, ATP luminescence, 18 h; also: potency is read from the fitted curve at half-maximal effect; some results filed as inactive show a strong effect at the top dose
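CellTiter-Glo luminescence gave cytotoxicity after 18 hours at 37 degrees C. The cells were HepG2 CAGA-GFP in 1% FBS DMEM, stimulated with 500 pg/mL TGF-beta after compound addition. %Activity was normalised to no-cell wells (complete cell-killing) and DMSO (no toxicity), and curves were fitted and classified.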
Akt phos inh – blocks phosphorylation of Akt | Neuro2A IGF-stimulated pAkt S473 HTRF, 20 min; hits give low values | activity change, % for hits at 50 µM | 0.32% of 360,000 active | AID 651550; in the data active = activity change below about -80%; inconclusive = mostly about -51% to -80%; also: % is scaled to controls: 0 for no effect and ±100 for the full control effect
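Neuro2A cells in DMEM with 0.5% FBS, overnight at 37 deg C, given compound at single 50 µM final, then IGF (6 nM final) for 20 min at 37 deg C. Lysed; phospho-Akt Ser473 by HTRF after 24 h, 665/615 ratio.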
Nrf2 block – Nrf2 pathway inhibition; AID 504444; A549 ARE-Fluc reporter, luciferase luminescence, 18-24 h; 2.1% of 360,000 active; Potency, µM (titrated, usually from 46 µM), for inactives: at the highest dose activity change, negative = inhibition, usual class: inhibitors; also: potency is read from the fitted curve at half-maximal effect; % is scaled to controls: 0 for no effect and ±100 for the full control effect; nearly all actives have a fitted effect of over 60% in size
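A549 ARE_Fluc cells (5000/well, 5% FBS OPTI-MEM) pre-incubated 2 h, then treated with compounds 18-24 h at 37C/5% CO2 in concentration-response. CellTiter-Fluor viability read first; BugLite luciferase luminescence after 15 min at room temperature gives Nrf2 activity.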
CCT chaperon mod – modulators of cytosolic chaperonin (CCT/TRiC) activity; purified chaperonin ATPase assay, HTRF ADP detection, 30 min; activity change, % (no concentration beside the values), hits read low; 0.3% of 360,000 active; in the data active = activity change below about -30%; also: % is scaled to controls: 0 for no effect and ±100 for the full control effect
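First, chaperonin was dispensed at 40 nM or 20 nM final depending on batch activity. Next, compounds were pinned at 76 uM and ATP added at 10 uM. After 30 min at 37 °C, ADP detection reagents ran 30 min at ambient temperature.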
S2 tox – viability counter-screen for ATXN expression inhibitors; 0.49% of 400,000 active; Potency, µM (titrated, usually from 56.7 µM), most hits filed as cytotoxic; AID 651635; S2 cells (HEK-293 line with an ATXN2-luciferase reporter) viability, CellTiter-Fluor protease fluorescence, 24 h; also: potency is read from the fitted curve at half-maximal effect; nearly all actives have a fitted effect of over 40% in size
A549 viability – kills or reduces viability of A549 cells in Nrf2 counter-screen | Potency, µM (top dose mostly 46 µM), for the others: at the highest dose activity change, negative = cytotoxicity, usual class: inhibitors | 0.16% of 390,000 active | A549 ARE-Fluc cells, CellTiter-Fluor viability, 18-24 h; also: potency is read from the fitted curve at half-maximal effect; % is scaled to controls: 0 for no effect and ±100 for the full control effect
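A549 ARE_Fluc cells in 5% FBS OPTI-MEM were exposed to compounds in concentration-response for 18-24 h at 37 deg C. Viability was read by CellTiter-Fluor fluorescence (Ex 405/Em 525) after 30 min, before the luciferase read.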
Nrf2 ARE act – activators of Nrf2 (ARE) signaling | AREc32 ARE-luciferase reporter (MCF7-derived line), luminescence, 24 h | Potency, µM (titrated, usually from 46.1 µM), inactives show at the top dose activation, actives largely listed as activators | 0.31% of 410,000 active; also: potency is read from the fitted curve at half-maximal effect; % of control where 0% means no effect; nearly all actives have a fitted effect of over 65% in size
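Cells of the AREc32 ARE-luciferase line are plated in OPTI-MEM containing 5% FBS and left overnight at 37 deg C. Compounds are pinned in, incubation continues 24 hr, and firefly luciferase signal is then measured.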
An asterisk follows results filed as active; i = inactive; ? = inconclusive; · = not tested or not shown; & = joins results of further samples; [ ] = remark or other dose. Unless noted, calls follow the shape of the dose curve; as a rule, active = well fitted curve in the direction sought with a large enough effect; inconclusive = small, poorly fitted or top-dose-only effect, or another doubt; inactive = no such curve, though single readings can be large; an effect the other way counts as inactive or inconclusive. Rows were taken by chance; any-hit rate near 4.4%.

SMILES	TGFb SMAD3 inh	Mm-Cpn inhibitor	HepG2 tox	Akt phos inh	Nrf2 block	CCT chaperon mod	S2 tox	A549 viability	Nrf2 ARE act
Clc1ccc(/C=N/c2c(-c3ccco3)nc3ccccn23)cc1	-2%	-3%	2%	i	-11%	-4.5	i	1%	-0.3%
CCNC(=S)NNC(=O)c1csc2ccccc12	2%	-3%	-20%	i	-32%	0.8	i	-1%	-0.2%
CCC(C)NC(=O)c1sc2nc(C)c(C(=O)Nc3ccc(C)cc3C)c(-c3ccccc3Cl)c2c1N (configuration not stated)	1%	·	-27%	·	3%[9.27 µM]	·	·	4%	0.2%
CNC(=S)N(Cc1cccs1)Cc1cc2cc(OC)c(OC)cc2[nH]c1=O	?	-1%	-16%	i	3%	-1.8	i	-1%	3.9%
COc1ccc(CN2CCN(Cc3cccc(OC)c3)C(CCO)C2)cc1 (configuration not stated)	19%	-4%	15%	i	4%	-1.3	?	-3%	0.0%
COC(=O)c1ccc(C)c(NC(=O)CCn2[nH]c(=O)ccc2=O)c1	3%	0%	-9%	i	2%	-2.0	?	-1%	0.2%
Cc1ccc2[nH]c(=O)c(CN(CCCN3CCOCC3)Cc3nnnn3C3CCCC3)cc2c1	5%	-2%	-23%	i	3%	2.0	i	?	0.2%
CC(=O)N1CCN(S(=O)(=O)c2cccc(C(=O)OCC(=O)N3CC(=O)Nc4ccccc43)c2)CC1	-35%	0%	-23%	i	5%	-1.9	i	4%	-0.4%
COCCCNC(=S)N1CCCC(c2nc3cc(C)c(C)cc3[nH]2)C1 (configuration not stated)	4%	0%	-17%	i	-60%	1.5	i	0%	-0.8%
CCn1c(=O)n(CC)c2cc(NC(=O)CSc3ccc([N+](=O)[O-])cn3)ccc21	-22%	0%	-11%	i	-20%	1.3	i	-1%	-0.7%
CC(C)c1ccc(CCNC(=O)c2ccc([N+](=O)[O-])cc2)cc1	0%	-1%	-18%	i	-3%	1.0	i	3%	-0.7%
Cc1noc(/C=C/c2ccco2)c1S(=O)(=O)N1CCC(C(=O)N(C)Cc2ccccc2)CC1	?	-2%	-30%	i	-3%	-6.2	i	-3%	8.4%
CC1CCC(N2CC(=O)N(C3CCCC3)C(c3ccc(Cl)cc3)C2=O)CC1 (configuration not stated)	-1%	·	-3%	·	·	·	·	-1%	-0.6%
Cc1cc2c(c(=O)n1CC1CCCO1)C(c1ccc3c(c1)OCO3)C(C#N)=C(N)O2 (configuration not stated)	25%	-5%	8%	i	10%	0.6	i	-2%	0.0%
CC(=O)N1CCc2cc(S(=O)(=O)NC(C(=O)Nc3ccc(C)cc3C)C(C)C)ccc21 (configuration not stated)	-10%	·	-18%	·	?	·	i	-1%	0.5%
Clc1ccc(OCCCn2cncn2)cc1Cl	-8%	0%	0%	i	8%	-0.2	i	-3%	0.0%
CN(c1ccccc1C(=O)Nc1ccc(CC#N)cc1)S(=O)(=O)c1ccccc1	-1%	-4%	6%	i	-4%	-3.7	i	0%	-1.1%
O=C(Nc1ccc2nc(SCCOc3ccccc3)sc2c1)c1ccc2c(c1)OCO2	1%	·	-13%	·	-17%	·	i	0%	0.3%
CC1CCN(S(=O)(=O)c2ccc(C(=O)NCc3ccc4c(c3)OCO4)cc2)CC1	11%	0%	-30%	i	·	-3.0	i	10%	-0.1%
Cn1cccc1/C=C1\SC(=S)N(NC(=O)c2ccccc2Cl)C1=O	6%	-7%	21%	i	6%	-0.4	i	-16%	-0.3%
Cc1cccc(C(=O)Nc2ccc(C(=O)/C=C/c3cccs3)cc2)c1	9%	?	-36%	-121%*	13%	1.4	i	0%	13%
Cc1ccc(C2CCN(C(=O)c3cnn(-c4ccc(C)c(C)c4)c3C3CCN(C(=O)OC(C)(C)C)CC3)C2)cc1 (configuration not stated)	-23%	·	3%	·	-3%	·	·	-3%	-1.4%
COc1ccccc1CNc1ncnc2c1nc1n2CCCC1	-28%	·	-17%	·	-10%	·	i	2%	-0.9%
CC(=O)C1=CCC(c2cccc(Cl)c2)N(S(=O)(=O)c2ccc(C)cc2)C1 (configuration not stated)	?	·	-32%	i	·	0.1	?	·	?
CCN(CC)C(=O)C1=C(C)N(Cc2ccccc2)C(=O)C(CC(=O)NC2CCCC2)C1 (configuration not stated)	21%	·	-13%	i	·	0.1	i	·	-1.6%
Fc1ccccc1-c1nc(-c2ccncc2)no1	3%	2%	-26%	i	?	-2.0	i	2%	13µM*
C[C@@H]1CN([C@H](C)CO)C(=O)c2cc(NC(=O)Nc3ccc(C(F)(F)F)cc3)ccc2O[C@H]1CN(C)Cc1ccc(Cl)c(Cl)c1	11µM*	0%	-111%	i	?	-1.0	13µM*	?	-2.1%
COc1ccc(CN2CCC(=O)N([C@H](CO)c3ccccc3)CC2)cc1	-1%&2%	2%	2%&18%	i	9%	1.2	i	-2%	-0.6%
Cc1c(C(=O)OCC(=O)Nc2ccc(C(=O)N(C)C)cc2)oc2ccccc12	18%	2%	10%	i	-6%	-0.6	i	-1%	-0.1%
COCCCNC(=O)C1CCCN(S(=O)(=O)c2cccc3nsnc23)C1 (configuration not stated)	?	-4%	-33%	i	?	-0.5	i	14%	-0.4%
CC(N=Cc1ccccc1O)c1ccccc1 (configuration not stated)	-23%	1%	-26%	i	13%	-3.0	i	-6%	-0.3%
COc1ccccc1C(=O)COC(=O)CCNS(=O)(=O)c1ccc(C)c(C)c1	0%	1%	-5%	i	0%	-0.4	i	-2%	0.1%
O=C(CC1NC(=O)NC1=O)NC1(C(=O)NC2CCCCC2)CCCCC1 (configuration not stated)	10%	-1%	-4%	i	-7%	0.4	i	-16%	-0.6%
Fc1ccccc1-c1csc(=Nc2cccnc2)n1CCCn1ccnc1	?	1%	-10%	i	?	-1.7	?	-2%	9.0%
Cc1ccccc1-n1nc2c(c1NC(=O)c1ccc(S(=O)(=O)N(C)C)cc1)CSC2	2%	-1%	-7%	i	-19%	-1.3	i	-7%	-0.6%
CC1CC(=O)Nc2ccccc2N1S(=O)(=O)c1ccccc1 (configuration not stated)	12%	-1%	1%	i	14%	-0.4	?	-4%	0.4%
COc1ccc(C(NC(=O)N2CC(C)OC(C)C2)C(Cl)(Cl)Cl)cc1F (configuration not stated)	40%[activator]	0%	28%	i	-7%	-1.9	i	4%	-1.3%
O=S(=O)(c1ccccc1)c1nc(Nc2ccccc2N2CCOCC2)sc1Cl	?	-14%	-2%	i	?	0.4	i	-5%	4.3%
CCOC(=O)N1CCN(C(=O)Cc2ccccc2OC)CC1	-31%	0%	18%	i	1%	-2.4	i	0%	-0.4%
O=S(=O)(NC1CCCC1)c1ccc(S(=O)(=O)N2CCN(c3ccccc3)CC2)cc1	24%	-1%	1%	·	-23%	-3.6	·	-5%	-0.6%
CC(=O)Nc1cccc(/C(C)=N/NC(=O)c2ccc(CN3CCOCC3)cc2)c1	4%	0%	0%	i	-6%	1.0	i	-2%	-0.9%
Cc1ccc(S(=O)(=O)NNC(=O)C2CC=CCC2C(=O)O)cc1 (configuration not stated)	12%	-1%	18%	i	0%	-2.4	?	-3%	0.3%
O=C(NCC(=O)N(CCc1ccccc1)C(C(=O)NC1CCCCC1)c1ccncc1)c1ccco1 (configuration not stated)	-23%	-1%	5%	i	5%	0.2	i	4%	-0.4%
COC(=O)C1=C(C)N(Cc2ccccc2)C(=O)N[C@H]1CCc1ccccc1	-7%	·	3%	i	21%	1.2	i	-2%	-0.4%
C=CCn1c(C(C)NC(=O)c2ccccc2C)n[nH]c1=S (configuration not stated)	5%	1%	8%	i	3%	-1.3	i	2%	-0.4%
Cc1ccc(NS(=O)(=O)c2ccc(CCC(=O)NCCCOC(C)C)cc2)cc1	6%	0%	-97%	i	-10%	-2.2	i	1%	-0.5%
O=C(Cn1sc2ccccc2c1=O)Nc1ccccc1	18µM*	·	-94%	i	·	-2.8	·	·	?
O=C1N(Cc2cccnc2)C[C@@H]2C[C@@H](c3ccc4nsnc4c3)N3CCC[C@@]123	5%	-2%	1%	i	2%	-2.3	i	-6%	0.2%
Fc1ccc(NC(=S)N2CCCC2)cc1	4%	·	-1%	i	2%	-5.7	i	0%	0.1%
CCNC(=O)Nc1ccc2c(c1)c(=O)n(C)n2CC=C(C)C	-1%	·	-19%	i	·	-0.6	i	·	-0.5%
C=CCN(Cc1nc(-c2ccc(OC)cc2)no1)C(=O)c1ccc2c(c1)OCO2	?	2%	5%	i	-23%	1.4	i	3%	0.2%
Cc1ccc(-n2c(=O)c3sccc3n(Cc3cc(=O)n4cc(Cl)ccc4n3)c2=O)cc1F	-7%	-29%	2%	i	0%	1.0	i	-2%	0.7%
CCN1C(=O)[C@H]2[C@@H](c3ccc(-c4ccc(F)cc4)c(OC)c3)N3CCCC[C@@]3(C(=O)OC)[C@H]2C1=O	?	2%	-32%	i	?	1.3	?	-5%	3.3%

Compound profiles, from the list above. Order of values: TGFb SMAD3 inh	Mm-Cpn inhibitor	HepG2 tox	Akt phos inh	Nrf2 block	CCT chaperon mod	S2 tox	A549 viability	Nrf2 ARE act
COCCCNC(=S)N1CCCC(c2nc3cc(C)c(C)cc3[nH]2)C1 (configuration not stated) in the list: 4%	0%	-17%	i	-60%	1.5	i	0%	-0.8%
CC(=O)C1=CCC(c2cccc(Cl)c2)N(S(=O)(=O)c2ccc(C)cc2)C1 (configuration not stated) in the list: ?	·	-32%	i	·	0.1	?	·	?
